Source: PubChem (National Center for Advancing Translational Sciences (NCATS))
JMJD2A Tudor inh – inhibitors of human JMJD2A Tudor domain; O75164; Potency, µM (doses to about 114 µM), for the others: top-dose activity change, negative = inhibition, actives largely listed as inhibitors; AID 504339; 390,000 compounds, 4.4% hits; AlphaScreen JMJD2A-Tudor / H3K4me3 peptide binding; also: potency is read from the fitted curve at half-maximal effect; % is scaled to controls: 0 for no effect and ±100 for the full control effect; nearly all actives have a fitted effect of over 50% in size
G9a inh – inhibitors of human histone lysine methyltransferase G9a. Q96KQ7. Potency, µM (doses to about 102 µM), for inactives: at the top dose activity, negative = inhibition, usual class: inhibitors. 350,000 compounds, 8.8% hits. AID 504332. G9a H3K9 monomethylation, AlphaScreen, 2 h; also: potency is read from the fitted curve at half-maximal effect; % is scaled to controls: 0 for no effect and ±100 for the full control effect; nearly all actives have a fitted effect of over 75% in size
Target sequence (Q96KQ7 913-1193 limits assumed): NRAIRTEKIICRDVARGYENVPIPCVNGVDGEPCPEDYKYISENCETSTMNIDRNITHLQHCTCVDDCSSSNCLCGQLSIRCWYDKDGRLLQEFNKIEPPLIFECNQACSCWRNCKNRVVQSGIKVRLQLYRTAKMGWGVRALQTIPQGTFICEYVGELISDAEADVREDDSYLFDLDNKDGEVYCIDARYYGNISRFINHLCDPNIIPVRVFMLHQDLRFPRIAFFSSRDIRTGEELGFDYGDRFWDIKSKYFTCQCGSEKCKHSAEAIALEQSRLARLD
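Chemiluminescent proximity detection of H3K9 monomethylation, read after 10 min bead incubation in the dark. Reaction: 20 nM G9a, 500 nM biotin-H3K9 peptide, 20 uM SAM cofactor, 2 h, room temperature, following 15 min enzyme-compound preincubation.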
BAZ2B inh – inhibitors of human BAZ2B bromodomain. Q9UIF8. AlphaScreen BAZ2B-H3K14Ac peptide displacement. Potency, µM (doses to about 114 µM), without a hit: at the highest dose activity change, negative = inhibition, actives largely listed as inhibitors. 360,000 compounds, 4.4% hits; also: potency is read from the fitted curve at half-maximal effect; % is scaled to controls: 0 for no effect and ±100 for the full control effect; nearly all actives have a fitted effect of over 60% in size
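Complex of BAZ2B and biotin-H3K14Ac (50 nM apiece) forms over 30 min at RT, then faces library compounds up to 110 uM for another 30 min; AlphaScreen beads added, 20 min dark incubation, luminescence read.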
Pin1 inhibitor – human Pin1 inhibition; Q13526; 390,000 compounds, 0.009% hits; Pin1 FP peptide displacement, HiFluor488, 10 min; AID 504891; Potency, µM (highest dose often 115 µM), for inactives: at the top dose activity, negative = inhibition, most hits filed as inhibitors; active = well fitted inhibition curve with a large enough effect in the polarisation, with a control signal flat, not every such curve was filed as active; inconclusive = small, poorly fitted or top-dose-only effect, or effect the other way, or a change in a side signal; inactive = no such curve, though single readings can be large or run the other way; the % refers to the polarisation; also: potency is read from the fitted curve at half-maximal effect; % is scaled to controls: 0 for no effect and ±100 for the full control effect
PI4K2A inh – PI4K2A (human) kinase inhibition; AID 1346378; Q9BTU6; 420,000 compounds, 0.13% hits; purified PI4K2A, ADP-Glo luminescence, 1 h; hits give low values; activity change, negative = inhibition, % at 76.9 µM; in the data active = activity change below about -50%; inconclusive = mostly about -30% to -49%;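 also: -100% = wells without enzyme as full effect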
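ADP-Glo luminescence measured ADP generated by PI4K2A enzyme (4 ug/mL before mixing) with 1.2 mM PI substrate (pre-mix) and 300 microM ATP (pre-mix). Tris pH7.5 buffer with MgCl2, Triton X-100; 1 h reaction at ambient temperature.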
Tb PGK inh – T. brucei PGK inhibition. PGK/GAPDH coupled, Kinase-Glo luminescence, 60 min. Potency, µM (series often up to 57.5 µM), for inactives: at the highest dose activity change, negative = inhibition, most hits filed as inhibitors. 380,000 compounds, 0.043% hits. AID 602233; also: potency is read from the fitted curve at half-maximal effect; % is scaled to controls: 0 for no effect and ±100 for the full control effect; nearly all actives have a fitted effect of over 60% in size
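Recombinant glycosomal PGK reaction used 1,3-bisphosphoglycerate generated in-well by GAPDH (100nM final) in 100mM TEA pH 7.6, 5mM MgCl2, 0.01% Tween-20. After 60 minutes at room temperature, ATP was read by Kinase-Glo Plus luminescence end-point.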
ERG Ets-DNA blk – ERG Ets/DNA interaction inhibition; P11308; fluorescence polarization, His-ERG Ets domain / labelled DNA; Potency, µM (highest dose often 76.9 µM), inactives show at the highest dose FP activity, negative = inhibition, usual class: inhibitors; 370,000 compounds, 0.028% hits; active = well fitted inhibition curve with a large enough effect in the polarisation, with a control signal flat; inconclusive = small, poorly fitted or top-dose-only effect, or effect the other way, or a change in a side signal; inactive = no such curve, though single readings can be large or run the other way; the % refers to the polarisation;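 also: polarization taken with two DNA probes labelled with fluorescein and Texas red; potency is read from the fitted curve at half-maximal effect; % of control where 0% means no effect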
Target sequence (P11308 whole entry, looked up, the tested form may be a part): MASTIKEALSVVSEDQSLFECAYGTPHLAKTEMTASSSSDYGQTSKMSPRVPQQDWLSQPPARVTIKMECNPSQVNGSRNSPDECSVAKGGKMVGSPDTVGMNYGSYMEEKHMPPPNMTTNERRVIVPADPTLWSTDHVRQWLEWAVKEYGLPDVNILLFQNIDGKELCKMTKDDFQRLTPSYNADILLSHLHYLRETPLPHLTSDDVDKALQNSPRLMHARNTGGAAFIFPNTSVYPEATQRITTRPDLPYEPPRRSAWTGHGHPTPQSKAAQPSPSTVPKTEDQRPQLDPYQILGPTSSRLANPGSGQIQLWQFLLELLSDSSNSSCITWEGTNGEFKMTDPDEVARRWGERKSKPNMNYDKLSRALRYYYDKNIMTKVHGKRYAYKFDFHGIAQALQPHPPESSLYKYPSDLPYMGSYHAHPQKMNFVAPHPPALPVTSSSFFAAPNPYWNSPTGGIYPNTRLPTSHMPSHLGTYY
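His-tagged ERG Ets domain (1 uM in the protein solution; 300mM KCl, 50mM Tris-HCl, 1mM EDTA, 1mM DTT, pH 7.5) received compound, then a probe mix of 5 nM fluorescein-DNA and 100nM Texas-615-DNA. Fluorescence polarization was read for both dyes.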
HP1b chromo inh – blocks HP1-beta chromodomain binding to methylated histone tails; 390,000 compounds, 0.56% hits; P83916; Potency, µM (top dose mostly 114 µM), for the others: top-dose activity change, negative = inhibition, usual class: inhibitors; AlphaScreen HP1-beta / biotin-H3K9me3 peptide binding; also: potency is read from the fitted curve at half-maximal effect; nearly all actives have a fitted effect of over 70% in size; inactives centre near 23
Target sequence (P83916 whole entry, looked up): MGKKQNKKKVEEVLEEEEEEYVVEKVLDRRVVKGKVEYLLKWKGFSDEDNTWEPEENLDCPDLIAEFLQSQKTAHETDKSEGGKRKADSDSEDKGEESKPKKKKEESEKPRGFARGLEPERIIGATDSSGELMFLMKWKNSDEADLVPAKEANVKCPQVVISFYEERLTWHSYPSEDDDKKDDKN
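AlphaScreen: HP1-beta (50 nM) preformed 30 min with biotin-H3(1-18)K9me3 peptide (50 nM) in PBS pH 7.4, 0.01% Tween-20. Compound added for 30 min at RT, then streptavidin donor/nickel chelate acceptor beads (10 ug/mL) for 30 min.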
GLS inh – blocks human kidney-isoform glutaminase activity; O94925; GLS enzymatic activity, qHTS titration; Potency, µM (series often up to 45.5 µM), for the others: at the highest dose activity change, negative = inhibition, most hits filed as inhibitors; 410,000 compounds, 0.21% hits; AID 624170; also: potency is read from the fitted curve at half-maximal effect; % is scaled to controls: 0 for no effect and ±100 for the full control effect
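Coupled fluorescence readout: glutamate oxidase/HRP/Amplex Red detect glutamate formed by hKGA from L-glutamine (1 mM solution added). Buffer 45 mM KH2PO4 pH 8.2, 0.02% Tween-20; reads at t0 and 30 min RT.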
* hit, by the source's call; i = inactive; ? = inconclusive; . = no result given; & = joins results of further samples; [ ] = dose if it differs, or a comment. Unless noted, calls follow the shape of the dose curve; as a rule, active = well fitted curve in the direction sought with a large enough effect; inconclusive = small, poorly fitted or top-dose-only effect, or another doubt; inactive = no such curve, though single readings can be large; an effect the other way counts as inactive or inconclusive.

SMILES	JMJD2A Tudor inh	G9a inh	BAZ2B inh	Pin1 inhibitor	PI4K2A inh	Tb PGK inh	ERG Ets-DNA blk	HP1b chromo inh	GLS inh
O=C1C2C3C=CC(C3)C2C(=O)N1c1n[nH]c(-c2ccccc2)n1 (stereo not drawn)	-18%	6%[2.33 µM]	-8%	-5%	4	-8%	5%	12%	13%
Cc1cccc(NC(=O)c2nc[nH]c2C(=O)N[C@@H](CC(C)C)C(=O)OCc2ccccc2)c1	-24%	13%[59 µM]	-3%	2%	-2	3%	-4%	42%[activator]	4%
Cc1ccc(S(=O)(=O)N2CCCCC2)cc1NC(=O)COC(=O)c1ccc(=O)[nH]c1	-7%	13%[12.7 µM]	3%	8%	5	i	6%	31%	-10%
CCc1cc(C(=O)OC)c(NC(=O)CCC(=O)O)s1	-12%	14µM*	8%	6%	-4	2%	-19%	?	-2%
O=C(COC(=O)CCSc1ccccc1)NCc1ccccc1Cl	40%[activator]	-14%[59 µM]	9%	1%	-1	-1%	3%	112%[activator]	2%
Cc1ccc(Cl)c2sc(N3CCN(C(=O)C4CC4)CC3)nc12	-6%	-6%[59 µM]	0%	-5%	-3	-9%	-11%	18%	2%
O=C(NC1CCS(=O)(=O)C1)c1ccccc1Cl (stereo not drawn)	-1%	.	.	-1%	-6	0%	-3%	44%[activator]	-1%
CCC1CN(C(=O)N2CCC(C(=O)NCCc3cc(OC)ccc3OC)CC2)c2ccccc2O1 (stereo not drawn)	?	-5%[59 µM]	-10%	5%	2	-11%	-1%	-8%	-6%
CSc1ccccc1NC(=O)CN(C)CC(=O)Nc1ccccc1N1CCOCC1	-15%	87%[activator][59 µM]	-2%	-1%	7	-3%	-4%	25%	-2%
CN(C)CCNCCCNc1c2ccccc2nc2cccc([N+](=O)[O-])c12	-17%	.	.	-11%	21	i	.	35%[activator]	-10%
Cc1ccc(NC(=O)CCc2c(C)nn(-c3ccc(N4CCOCC4)nn3)c2C)c(C)c1	-6%&-13%	15%	-5%[57.1 µM]	-1%&-2%	9&-10	-2%&-5%	-14%&9%	49%&70%[activator]	-7%&7%
CN(C)c1ccc(C(=O)N/N=C/c2ccccn2)cc1	-24%	7.9µM*	6%	0%	-6	-3%	2%	41%[activator]	23%
COc1ccc(N(CC(=O)NCc2ccccc2C)S(=O)(=O)c2ccc(C)cc2)cc1OC	-3%	12%	2%	4%	-1	6%	0%	41%[activator]	1%
Cc1noc(C)c1C(=O)N1CCN(S(=O)(=O)c2ccc(F)cc2)CC1	-6%	-1%	-3%	-3%	-1	0%	2%	27%	0%
CC1Cc2cc(/C(O)=C3/C(=O)C(=O)N(CC4CCCO4)C3c3ccco3)ccc2O1 (stereo not drawn)	-14%[11.4 µM]	?	?	0%	4	-6%	-1%	?	-23%
CCOc1ccc(NC(=O)CSc2nc(C)cc(C)n2)cc1	-15%	-6%[59 µM]	5%	-12%	9	-5%	1%	11%	-2%
COc1ccc(OC)c(NC(=O)CSc2nnc(Cn3nnc4ccccc43)n2C)c1	-5%[57.1 µM]	6%[12.7 µM]	-3%	-5%	-2	-4%	-3%	48%[activator]	8%
CC#CC[N+](C)(CC#CC)CC(=O)c1ccccc1	-22%	-5%	2%	6%	-1	-8%	8%	27%	-1%
CC(C)(C)N(NC(=O)c1ccccc1)C(=O)c1ccc(C(=O)N(NC(=O)c2ccccc2)C(C)(C)C)cc1	-7%	-11%[59 µM]	12%	3%	-5	i	4%	18%	-2%
CCCCSCCCNC(=O)CN1C(=O)c2cccnc2Oc2ccc(Cl)cc21	-12%	-23%[59 µM]	-5%	-1%	-4	1%	6%	23%	4%
COc1ccc(Br)cc1/C=N/n1c(C)nc2ccccc2c1=O	-25%	-4%	-13%	2%	6	4%	-1%	46%[activator]	4%
COc1ccc2c(C)cc3nnnn3c2c1	-8%	-5%	1%	-5%	-2	-5%	-1%	7%	-4%
Cc1ccc(C)c(S(=O)(=O)c2nnn3c2nc(N2CCCC2)c2sccc23)c1	-7%	4%[59 µM]	-15%	26%	-5	-10%	-1%	29%	-3%
COCCNC(=O)c1ccc2c(c1)ncn2-c1ccc(F)c(F)c1	-3%[57.1 µM]	11%[12.7 µM]	0%	4%	2	i	-12%	3%	-13%
Cc1[nH]n(-c2ccccc2)c(=O)c1C=Nc1ccc2[nH]c(=O)[nH]c2c1	-2%	?	2%	?	2	0%	-2%	24%	12%
O=C(NC[C@H]1CCCO1)c1cccc2c1C(=O)c1ccc(-c3ccc(F)cc3OCc3ccccc3)cc1S2(=O)=O	?	.	.	7%	1	5%	-4%	-1%	4%
O=C(NNC(=S)NC(=O)c1cccs1)c1ccc(NC(=O)c2ccccc2)cc1	-27%	2%[59 µM]	-3%	4%	0	-5%	-1%	13%	0%
Cc1cccc(OCc2nn[nH]n2)c1C	-4%	-7%	-4%	0%	3	-4%	7%	16%	15%
COc1ccc(C(=O)Nc2ccc(N3CCOCC3)cc2)cc1S(=O)(=O)N1CCCC1	-15%	50µM*	-4%	1%	-2	4%	-8%	8%	29%
CC(C)c1ccc(S(=O)(=O)N2CCN(C(=O)c3cc([N+](=O)[O-])ccc3N3CCOCC3)CC2)cc1	-35%	-12%	-34%	14%	-1	i	3%	15%	0%
CCOC(=O)c1c(-c2cccc3ccccc23)csc1NC(=O)C1C2CCC(O2)C1C(=O)O (stereo not drawn)	-7%	1%[59 µM]	-22%	1%	1	i	-2%	26%	28%
CCc1noc(C)c1C(=O)Nc1cccc(S(=O)(=O)N2CCCCCC2)c1	-9%	8.9µM*	5%	-1%	-1	9%	3%	21%	3%
O=C(Nc1ccc2ccccc2c1)NC1CCS(=O)(=O)C1 (stereo not drawn)	-16%	-10%[0.501 µM]	3%	-9%	-2	-5%	4%	80%[activator]	-1%
CC[n+]1ccc(C[n+]2ccccc2)c2ccccc21	?	1.6µM*	10µM*	?	-14	i	-3%	79µM*	1%
O=C1CC(N2CCC(O)(c3ccc(Cl)cc3)CC2)C(=O)N1Cc1ccc(N2CCCC2=O)cc1 (stereo not drawn)	-2%	?	6%	2%	0	6%	2%	48%[activator]	0%
Cc1c(C(=O)NC(C)C)c(-c2ccccc2)nn1-c1ccccc1	-3%	2%	-2%	0%	2	-3%	4%	21%	16%
CC(C)(C)c1csc(N/N=C/c2cccnc2)n1	?	?	40µM*	-4%	2	4%	-7%	2%	11µM*
Cc1ccc(NC(=O)C2CCN(S(=O)(=O)c3cccs3)CC2)c(O)c1	-18%	117%[activator]	5%	4%	2	-5%	9%	17%	9%
O=C1OC(c2ccccc2)c2ccc3ccccc3c21 (stereo not drawn)	-1%	72%[activator][59 µM]	64%[activator]	-4%	-3	6%	-2%	46%	-8%
CCOC(=O)C1CCN(C(=O)COC(=O)COc2ccccc2OC)CC1	-16%	-36%	-3%	8%	0	-1%	-2%	32%	2%
CCN(CC)c1ccc(/C=C(/C#N)c2nc3ccc(C)cc3[nH]2)c(OC(C)C)c1	-23%	-1%[0.0925 µM]	?	.	-2	-8%	?	5%	11%
CCCCc1cc(-c2n[nH]c(=S)o2)c2ccccc2n1	-25%	4.5µM*	?	-2%	11	-5%	-10%	16%	-2%
CC(C)c1ccc(/C=C/C(=O)CCC(=O)O)cc1	1%	-21%	-11%	-10%	-1	-2%	-3%	43%[activator]	1%
CCCn1nc(C(=O)NNC(=O)CCCOc2ccc(C)cc2)c2ccccc2c1=O	-14%	-1%	-16%	25%	0	2%	-5%	19%	3%
COc1cc2c(cc1OC)[C@@H](NC(=O)c1ccc(C(F)(F)F)cc1)[C@H](OCc1ccccc1)C2	1%	.	.	-5%	-2	-6%	5%	26%	-4%
Cc1nn(-c2ccccc2)c(C)c1/C=N/NC(=O)c1cc(-c2ccc(Br)s2)[nH]n1	-22%	-8%[59 µM]	-3%	7%	-1	-4%	-5%	23%	-5%
CCOc1nc2ccccc2nc1C	-1%	24%[2.33 µM]	7%	-8%	-9	-6%	-2%	14%	5%
COC(=O)CSc1cc(C(=O)c2nccn2C)c2ccccc2n1	-9%	18%[59 µM]	11%	-12%	-5	-9%	2%	6%	9%
CCN(CC)CCNC(=O)NC1CCCCC1	4%	-2%[12.7 µM]	12%	-4%	0	-5%	7%	27%	-7%
COc1ccc(C(=O)N(Cc2ccco2)C(C(=O)NC2CCCC2)c2ccc(O)cc2)cc1OC (stereo not drawn)	-7%	-23%[12.7 µM]	-2%	-1%	1	-4%	3%	12%	7%
CC#CCN1c2ccccc2[C@]23C[C@@H](C(=O)OC)N(C(=O)c4cc(C)oc4C)C2=NC(C(=O)OC)=C(C(=O)OC)[C@H]13	?	?	?	12%	0	-5%	-6%	29%	16%
Cc1c(N2C(=O)/C(=C\C3CC=CCC3)SC2=S)c(=O)n(-c2ccccc2)n1C (stereo not drawn)	-20%	?	-31%	1%	2	-4%	33%[activator]	-24%	1%
CCN1CCN(Cc2c(O)ccc3cc(-c4ccc(OC)cc4)c(=O)oc23)CC1	19%	-9%[59 µM]	29%	?	1	-3%	-1%	48%[activator][57 µM]	17%
CCOC(=O)C1=C(N)N2C(=O)C(C)SC2=C(C(=O)OCC)C1c1cc(OC)c(OC)c(OC)c1 (stereo not drawn)	-10%	5%	-34%	?	2	2%	1%	45%[activator]	10%
